Compound activity as filed in PubChem.
Mm-Cpn inhibitor – Inhibitors of TCP-1 ring complex (TRiC) of Methanococcus maripaludis (MmCpn): qHTS. Potency, µM (series often up to 76.9 µM), without a hit: top-dose activity, negative = inhibition, most hits filed as inhibitors. purified Mm-Cpn ATPase, ADP Transcreener TR-FRET. actives 0.031% (n = 330,000). Chaperonin Mm-Cpn (Methanococcus maripaludis); also: potency is read from the fitted curve at half-maximal effect; % is scaled to controls: 0 for no effect and ±100 for the full control effect; nearly all actives have a fitted effect of over 80% in size
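Compound-treated chaperonin, 25 nM final, turns over 10 uM ATP at 37°C for 30 min following a 10 min preincubation; ADP generated competes with ADP-d2 for Eu-cryptate antibody, lowering FRET.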
EPAC1 antagonist – qHTS for Antagonist of cAMP-regulated guanine nucleotide exchange factor 3 (EPAC1): primary screen; EPAC1 GEF assay, Rap1b-BODIPY-GDP exchange fluorescence; Potency, µM (top dose mostly 115 µM), for inactives: at the highest dose activity change, negative = inhibition, actives largely listed as inhibitors; actives 0.14% (n = 360,000);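 also: potency is read from the fitted curve at half-maximal effect; plate controls were vehicle for no effect and positive control for full effect; nearly all actives have a fitted effect of over 50% in size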
CCT modulator – High-Throughput Screening for Modulators of Cytosolic Chaperonin Activity; activity change, % (concentration not given with the values), hits read low; actives 0.3% (n = 360,000); purified chaperonin ATPase assay, HTRF ADP detection, 30 min; AID 651819, 2012; in the data active = activity change below about -30%; also: % is scaled to controls: 0 for no effect and ±100 for the full control effect
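ATPase activity: ADP formed was measured by HTRF Transcreener (665/615 nm ratio) after 30 min at 37 deg C with 10 uM ATP. Compounds screened at one 76 uM concentration against 40 or 20 nM TRiC in Tris pH 7.4/KCl/MgCl2/DTT buffer.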
PLK1 PBD inh – qHTS for Inhibitors of PLK1-PDB (polo-like kinase 1 - polo-box domain): Primary Screen | Serine/threonine-protein kinase PLK1 (Homo sapiens), P53350 | actives 2.8% (n = 360,000) | Potency, µM, for inactives: max response, negative = inhibition, actives largely listed as inhibitors | AID 720504, 2013 | Plk1 PBD binding of FITC phosphopeptide, fluorescence polarization; also: potency is read from the fitted curve at half-maximal effect; series mostly up to about 57 µM; % is scaled to controls: 0 for no effect and ±100 for the full control effect; nearly all actives have a fitted effect of over 65% in size
Target sequence (P53350 whole entry, looked up, the tested form may be a part): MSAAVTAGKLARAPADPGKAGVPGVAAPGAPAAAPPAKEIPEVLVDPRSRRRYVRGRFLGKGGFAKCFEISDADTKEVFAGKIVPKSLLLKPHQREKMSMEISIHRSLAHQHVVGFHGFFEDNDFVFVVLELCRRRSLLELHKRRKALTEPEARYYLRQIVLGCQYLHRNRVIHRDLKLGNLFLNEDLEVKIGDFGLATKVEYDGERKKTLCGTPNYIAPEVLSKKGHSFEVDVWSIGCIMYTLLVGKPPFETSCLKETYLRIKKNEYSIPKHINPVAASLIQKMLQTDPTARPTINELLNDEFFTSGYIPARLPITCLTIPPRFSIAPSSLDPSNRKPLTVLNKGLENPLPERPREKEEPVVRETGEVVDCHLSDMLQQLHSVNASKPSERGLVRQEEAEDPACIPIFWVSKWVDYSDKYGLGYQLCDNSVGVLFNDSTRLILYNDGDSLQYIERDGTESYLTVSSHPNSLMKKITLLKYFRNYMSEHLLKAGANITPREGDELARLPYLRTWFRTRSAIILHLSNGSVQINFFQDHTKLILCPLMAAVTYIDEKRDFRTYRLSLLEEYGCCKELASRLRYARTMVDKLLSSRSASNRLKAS
PI5P4K alpha inh – qHTS for Inhibitors of phosphatidylinositol 5-phosphate 4-kinase (PI5P4K). actives 1.2% (n = 330,000). max response, %. PI5P4Kalpha enzyme, ADP-Glo luminescence, 60 min; active compounds read low. AID 652105, 2013; active = max response of -50% or lower; inconclusive = between -30% and -50%; inactive = -30% or higher; also: value at the top dose of about 77 µM; % is scaled to controls: 0 for no effect and ±100 for the full control effect
Target sequence (P48426 whole entry, looked up): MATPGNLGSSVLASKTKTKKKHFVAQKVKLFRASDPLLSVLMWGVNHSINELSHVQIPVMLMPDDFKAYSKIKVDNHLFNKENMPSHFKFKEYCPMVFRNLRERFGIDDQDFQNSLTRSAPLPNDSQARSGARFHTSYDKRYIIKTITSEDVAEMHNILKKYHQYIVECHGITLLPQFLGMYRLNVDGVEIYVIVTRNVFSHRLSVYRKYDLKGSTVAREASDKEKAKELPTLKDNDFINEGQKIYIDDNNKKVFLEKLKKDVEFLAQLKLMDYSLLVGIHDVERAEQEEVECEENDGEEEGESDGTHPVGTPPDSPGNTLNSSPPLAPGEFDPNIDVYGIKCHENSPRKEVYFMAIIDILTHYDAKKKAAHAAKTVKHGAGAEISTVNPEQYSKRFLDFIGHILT
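Single end-point luminescence (ADP-Glo) quantified ADP from PI5P4Kalpha turnover; ATP 5 microM final, 1 h at RT, 0.1% CHAPS and 0.28 mM EGTA in HEPES pH 7.4.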
WRN helicase inh – qHTS for Inhibitors of WRN Helicase | Bifunctional 3'-5' exonuclease/ATP-dependent helicase WRN (Homo sapiens), Q14191 | WRN helicase unwinding, fluorescent forked duplex, kinetic | Potency, µM (doses to about 114 µM), inactives show at the top dose activity change, negative = inhibition, hits mostly inhibitors | actives 0.46% (n = 360,000) | AID 651768, 2012; also: potency is read from the fitted curve at half-maximal effect; % is scaled to controls: 0 for no effect and ±100 for the full control effect; nearly all actives have a fitted effect of over 55% in size
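WRN at 20 nM final preincubated with compound 15 min at room temperature; reaction started with 100 nM fluorophore/quencher forked duplex oligonucleotide and 2 mM ATP final. Unwinding followed kinetically by red fluorescence (ex 525, em 598 nm).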
EPAC2 antag – qHTS for Antagonist of cAMP-regulated guanine nucleotide exchange factor 2 (EPAC2): primary screen | EPAC2 GEF exchange of Rap1B-BODIPY-GDP, fluorescence | Potency, µM (series often up to 114 µM), inactives show top-dose activity, negative = inhibition, most hits filed as inhibitors | actives 0.18% (n = 360,000); also: potency is read from the fitted curve at half-maximal effect; % is scaled to controls: 0 for no effect and ±100 for the full control effect; nearly all actives have a fitted effect of over 45% in size; many of its hits are not listed in these tables
EPAC1 ag – qHTS for Agonist of cAMP-regulated guanine nucleotide exchange factor 3 (EPAC1): primary screen | EPAC1 agonist qHTS, biochemical assay; response scale: 100% = response to 6.5 mM cAMP | actives 0.073% (n = 360,000) | Rap guanine nucleotide exchange factor 3 (Homo sapiens), O95398 | AID 720707, 2013 | Potency, µM (doses to about 154 µM), for the others: at the top dose activation, usual class: activators; also: potency is read from the fitted curve at half-maximal effect; nearly all actives have a fitted effect of over 60% in size
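Multi-concentration qHTS readout: loss of Rap1B-bound BODIPY-GDP fluorescence driven by 100 nM EPAC1 with excess GDP (50 uM), monitored kinetically at room temperature; agonist response expressed relative to 6.5 mM cAMP.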
An asterisk follows results filed as active; ? = inconclusive; . = no result given; [ ] = remark or other dose. Unless noted, calls follow the shape of the dose curve; as a rule, active = well fitted curve in the direction sought with a large enough effect; inconclusive = small, poorly fitted or top-dose-only effect, or another doubt; inactive = no such curve, though single readings can be large; an effect the other way counts as inactive or inconclusive.

Mm-Cpn inhibitor | EPAC1 antagonist | CCT modulator | PLK1 PBD inh | PI5P4K alpha inh | WRN helicase inh | EPAC2 antag | EPAC1 ag | compound
0.8% | -19.3% | -3.1 | -8.9% | . | -11.9% | -11.4% | 9.5% | O=C(c1ccco1)N1CCN(c2nc(C(F)(F)F)nc3c2nnn3Cc2ccccc2)CC1
0.4% | 16.5% | -0.9 | 5.8% | 1.2 | -18.5%[57.1 µM] | 12.9% | 1.7% | Cc1ccc(N2CC(C(=O)N/N=C/c3sccc3C)CC2=O)cc1 (configuration not stated)
-0.8% | 4.3% | 1.0 | -1.9% | . | -0.5% | -3.1% | 2.6% | Cc1cc(C(=O)OCC(=O)NC(C)(C)C)c2ccccc2n1
-2.4% | -12.4% | 1.1 | -7.5% | 2.0 | -10.5% | 5.8% | -2.7% | O=C(NCc1ccco1)c1cc(S(=O)(=O)N2CCCC2)ccc1Cl
-1.5% | 17.2% | -2.1 | -13.8% | 2.0 | 1.9% | 11.4% | 4.0% | CCc1ccc(C2NC(=S)NC3=C2C(=O)CCC3)cc1 (configuration not stated)
2.0% | 4.1% | -1.2 | -17.7% | -7.4 | 8.0%[57.1 µM] | 1.2% | -2.6% | CSc1ccccc1C(=O)NCC(c1ccco1)N1CCCCC1 (configuration not stated)
-5.3% | -28.8% | 1.8 | 23.8µM* | -2.7 | -4.0% | -1.7% | 7.0% | O=C(O)c1ccc(N/N=C/C2=Cc3ccccc3OC2)cc1
-0.4% | -4.0% | -1.9 | 23.8µM* | -2.3 | -4.5% | 2.6% | -1.8% | CN1C(=O)/C(=N/OC(=O)c2ccccc2Br)c2ccccc21

(more compounds)
Mm-Cpn inhibitor | EPAC1 antagonist | CCT modulator | PLK1 PBD inh | PI5P4K alpha inh | WRN helicase inh | EPAC2 antag | EPAC1 ag | compound
0.8% | 3.5% | -2.1 | 6.3% | -7.1 | -2.0% | -0.2% | 8.2% | COc1ccc(CCNC(=O)COC(=O)/C=C/c2cc(OC)ccc2OC)cc1
-9.3% | -4.0% | -0.1 | -1.5% | . | -0.8% | -4.6% | 13.8% | CCP(=O)(CC)C(C)(C)CP(=O)(c1ccccc1)c1ccccc1
3.3% | 1.0% | 0.2 | 26.7µM* | -3.4 | 39.8µM* | 6.2% | -4.7% | COc1ccc(C(C[N+](=O)[O-])n2nc(C)cc2C)cc1 (configuration not stated)
-5.4% | -9.1% | 2.8 | -3.2% | -28.0 | -17.9% | 1.3% | -7.5% | Cc1ccc(C(=O)CCC(=O)OCC(=O)N2c3ccccc3NC(=O)C2(C)C)cc1
-0.2% | -11.8% | -2.9 | -28.6% | 1.6 | -5.7% | -1.8% | 8.6% | O=C(CSc1ccc(-c2cccc([N+](=O)[O-])c2)nn1)N1CCCCC1
. | -16.3% | -2.5 | -5.2% | 24.4 | -5.5% | -24.6% | 13.9% | COc1cc(C(O)c2nc(-c3ccc(F)c(Cl)c3)cs2)ccc1F (configuration not stated)
0.0% | 6.3% | -0.5 | -2.8% | 4.7 | -4.0% | -3.6% | -1.4% | COc1ccc(OC)c(-c2nc(CN3CCCCC3c3cccnc3)c(C)o2)c1 (configuration not stated)
-13.0% | 4.1% | -2.8 | -4.2% | -4.6 | -0.4% | 2.3% | 0.6% | CCC(Oc1ccccc1)C(=O)N1CCN(c2ccccn2)CC1 (configuration not stated)

Continuation.
Mm-Cpn inhibitor | EPAC1 antagonist | CCT modulator | PLK1 PBD inh | PI5P4K alpha inh | WRN helicase inh | EPAC2 antag | EPAC1 ag | compound
0.6% | 3.1% | -3.2 | -2.4% | 4.6 | -3.6% | -7.1% | 4.0% | COCc1ccc(C(=O)Nc2ccccc2C(=O)NCc2cccnc2)cc1
0.3% | -2.2% | -0.5 | -5.3% | . | -2.8% | -5.0% | 3.2% | CCCOC(=O)C1C2C=CC(C2)C1C(=O)OCC(=O)c1ccccc1 (configuration not stated)
-3.1% | -14.1% | 1.6 | -4.8% | 2.7 | -2.5% | -4.4% | 0.5% | Cc1cc(N2C(=O)Cc3ccccc3C2=O)ccc1C(C)C
0.2% | -9.0% | -11.6 | 1.4% | 5.5 | 6.1% | 8.0% | 5.4% | CC(=O)NCCn1ccc2ccccc21
. | ? | 0.0 | -13.7% | -2.8 | 3.0%[57.1 µM] | -1.7% | 0.0% | NC(Cc1ccccc1)c1csc(Nc2nccc(C(F)(F)F)n2)n1 (configuration not stated)
-1.4% | 5.9% | 2.0 | -3.4% | -5.1 | -8.2% | 9.5% | 2.8% | CCc1ccc(NC(=O)C(=O)NCCN2CCN(Cc3ccc([N+](=O)[O-])cc3)CC2)cc1
. | 1.7% | -0.9 | -13.4% | -14.2 | 5.1% | -4.6% | -10.9% | CC(C)C[C@H]1CN(CCCC[C@@H]2CNC(=O)C(=O)N2CCc2ccccc2)C(=O)C(=O)N1CCC1CCCCC1
-4.2% | -5.1% | -6.5 | -0.6% | 0.6 | -22.9% | ? | 6.8% | COC(=O)c1sccc1Oc1c(Cl)cccc1[N+](=O)[O-]

Additional entries follow:
Mm-Cpn inhibitor | EPAC1 antagonist | CCT modulator | PLK1 PBD inh | PI5P4K alpha inh | WRN helicase inh | EPAC2 antag | EPAC1 ag | compound
-25.4% | -2.9% | 0.0 | 0.6% | 2.0 | -10.8% | -1.4% | -0.8% | CCOc1ncnc2c1sc1nc(C)cc(C)c12
-4.4% | -22.4% | -2.2 | -10.6% | 5.5 | -6.0%[11.6 µM] | -6.2% | 13.5% | COc1ccc(S(=O)(=O)N2CCN(CC(=O)c3ccc(O)c(O)c3)CC2)cc1
1.8% | -7.2% | -2.0 | -0.2% | 1.3 | 0.1% | -2.9% | 8.4% | COC(=O)C1C2CCC(C2)C1C(=O)OCC(=O)c1ccc(C)cc1 (configuration not stated)
. | 0.8% | -2.1 | -1.8% | 1.1 | 1.3% | 8.9% | 10.5% | Nc1nc(-c2ccccc2)nc2nonc12
-0.3% | 12.4% | -1.0 | -4.9% | 2.1 | 4.6% | 0.5% | 7.1% | CCCS(=O)(=O)c1c(S(=O)(=O)CCC)c2ccc(C(N)=O)cn2c1C(=O)OC
2.9% | 20.4% | -1.0 | 4.1% | -2.2 | 4.5% | -0.4% | 1.9% | CCCC(=O)NCCCc1nc2ccccc2n1CC
-1.6% | 20.1% | -1.7 | -9.3% | -1.4 | 8.7% | 8.7% | -12.1% | CCc1ccc(CN2CCC(n3nccc3NC(=O)c3ccccc3)CC2)o1
. | -11.9% | 0.5 | -3.1% | -23.5 | -11.4% | 9.3% | 2.6% | Fc1ccc(Nc2nc(NCc3cccs3)nc3ccsc23)cc1

Following part:
Mm-Cpn inhibitor | EPAC1 antagonist | CCT modulator | PLK1 PBD inh | PI5P4K alpha inh | WRN helicase inh | EPAC2 antag | EPAC1 ag | compound
2.8% | -12.3% | -1.3 | -11.8% | 0.2 | 3.4% | -8.3% | -1.0% | Cc1ccccc1COC(=O)CCCC1=NS(=O)(=O)c2ccccc2N1
-0.6% | 8.4% | -0.2 | -4.6% | 0.5 | -4.9% | 2.7% | -8.5% | Fc1ccc(COc2ccc3ccccc3c2CNc2nn[nH]n2)cc1
-1.1% | -9.0% | -1.6 | -28.9% | -25.5 | -2.4% | 3.8% | 10.9% | Cc1ccc(/C=C/C(=O)Nc2sc3c(c2C#N)CCCC3)o1
. | -6.3% | 1.4 | 4.6% | 1.9 | -5.1% | 14.1% | -11.4% | COc1ccc(CCNC(=O)C2CC3Cn4c(nc5ccccc54)C3N2Cc2ccccc2)cc1 (configuration not stated)
3.2% | -8.2% | -1.6 | -4.8% | -1.4 | 4.3% | -8.9% | -0.1% | Cc1c(NS(=O)(=O)c2ccc(NC(=O)CCC(=O)O)cc2)c(=O)n(-c2ccccc2)n1C
-0.2% | -6.3% | 1.0 | -6.6% | 1.9 | -4.5% | -1.3% | -1.2% | CCCOc1ccc(N2C(=O)CC(N(CCc3ccc(OC)c(OC)c3)C(=O)c3ccccc3)C2=O)cc1 (configuration not stated)
3.4% | -0.1% | -2.4 | 0.5% | -6.5 | 7.8% | -5.0% | -3.4% | COc1cc(C(=O)N2CCN(c3ccccc3Cl)CC2)ccc1OCC(=O)N1CCOCC1
0.2% | 2.9% | -2.2 | -17.9% | . | 11.1% | -1.8% | 4.7% | O=C1C2C3C=CC(C3)C2C(=O)N1CN(Cc1ccccc1)CN1C(=O)C2C3C=CC(C3)C2C1=O (configuration not stated)

Next part
Mm-Cpn inhibitor | EPAC1 antagonist | CCT modulator | PLK1 PBD inh | PI5P4K alpha inh | WRN helicase inh | EPAC2 antag | EPAC1 ag | compound
-8.3% | -8.4% | 0.9 | -7.1% | 15.5 | 5.2% | 0.1%[57.1 µM] | -14.0% | COC(=O)c1sc(-c2ccccc2)cc1NC(=O)c1ccc(OC)cc1
3.1% | -12.6% | -1.5 | -8.7% | -6.0 | -6.4% | -2.0% | 2.1% | CSc1ccccc1NC(=O)CN1CCCCC1
-8.3% | -9.4% | -2.1 | -14.5% | -15.6 | 4.5% | 0.2% | -5.7% | CC(C)CC(=O)Nc1ccc(C(=O)Cn2c(=O)oc3ccccc32)cc1
? | -19.6% | 2.2 | 1.4% | 25.6 | -15.4%[57.1 µM] | -4.3% | 8.6% | COc1ccc(C(C)=O)cc1CSc1nc2cc(Cl)ccc2o1
1.9% | -1.7% | 0.1 | -2.9% | -10.1 | 4.4% | -1.4% | 9.2% | Cc1ccc2nsnc2c1NC(=O)c1ccc([N+](=O)[O-])o1
1.1% | 7.4% | 0.4 | -0.4% | 3.2 | -1.8% | 2.0% | 6.5% | O=C(OCC(=O)N1CCN(c2ccccc2)CC1)C1CCCN1S(=O)(=O)c1ccc(Cl)cc1 (configuration not stated)
0.2% | 10.5% | 1.4 | 4.3% | 6.9 | -5.4% | 1.4% | 3.8% | COc1ccc(C(=O)OCC(=O)N2CCC(C)CC2)cc1S(=O)(=O)N1CCOCC1

A portion of the library (hit frequency here may not be typical).
